RAD52 inh = RAD52 (human) annealing inhibition | P43351 | recombinant RAD52 DNA annealing, FRET fluorescence | inhibition, % at 18.7 µM | 0.46% of 360,000 active | AID 651710;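 active = every replicate showing at least 50% inhibition; inconclusive = mean inhibition at least 50% but not in every replicate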
RAD54 branch = RAD54 (human) branch migration inhibition; RAD54 Holliday junction branch migration, FAM/BHQ fluorescence; inhibition, % at 10.4 µM; 0.14% of 360,000 active; AID 602329;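 active = mean normalized replicate activity at least 40 and at least half of replicates scoring 40 or more; inconclusive = only one of the two criteria met; inactive = mean below 40 and under half of replicates reaching 40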;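 note: 0% = median of neutral control wells and 100% = median of positive control wells; inhibitors cause a drop in the FAM fluorescence signal; in these data hits start at about 50%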
Target sequence (Q92698 whole entry, looked up): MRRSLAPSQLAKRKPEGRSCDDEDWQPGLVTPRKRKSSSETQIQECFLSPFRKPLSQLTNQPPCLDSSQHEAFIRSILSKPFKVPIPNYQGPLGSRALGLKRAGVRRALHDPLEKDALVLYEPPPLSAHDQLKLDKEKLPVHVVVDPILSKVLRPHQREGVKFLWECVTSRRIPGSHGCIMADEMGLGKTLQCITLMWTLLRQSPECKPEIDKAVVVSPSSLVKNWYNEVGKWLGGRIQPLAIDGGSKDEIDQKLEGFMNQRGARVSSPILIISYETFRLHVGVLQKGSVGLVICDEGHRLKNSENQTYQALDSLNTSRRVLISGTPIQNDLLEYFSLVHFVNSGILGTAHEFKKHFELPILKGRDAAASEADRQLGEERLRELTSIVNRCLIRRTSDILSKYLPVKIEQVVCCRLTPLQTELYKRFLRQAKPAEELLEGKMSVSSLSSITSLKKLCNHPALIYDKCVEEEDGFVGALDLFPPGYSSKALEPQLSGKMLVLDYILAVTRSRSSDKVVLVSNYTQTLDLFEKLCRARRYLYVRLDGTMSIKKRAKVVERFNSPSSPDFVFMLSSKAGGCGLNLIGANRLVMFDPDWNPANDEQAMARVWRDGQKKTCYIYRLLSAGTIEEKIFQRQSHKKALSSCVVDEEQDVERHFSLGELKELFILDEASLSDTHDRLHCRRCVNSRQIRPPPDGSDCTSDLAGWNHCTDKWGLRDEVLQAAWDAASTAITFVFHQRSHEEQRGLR
CASP6 VEID inh = caspase-6 (human) enzyme inhibition; 0.53% of 350,000 active; purified caspase-6, Z-VEID-R110 cleavage fluorescence; inhibition, % at 12.5 µM;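 active = mean inhibition across replicates at least about 35%, with every replicate also reaching that limit, limit read from the data; inconclusive = only one of the two criteria met; inactive = neither criterion met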;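 note: 0% = median of neutral control wells and 100% = no fluorescence left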
Target sequence (P55212 24-179 limits assumed): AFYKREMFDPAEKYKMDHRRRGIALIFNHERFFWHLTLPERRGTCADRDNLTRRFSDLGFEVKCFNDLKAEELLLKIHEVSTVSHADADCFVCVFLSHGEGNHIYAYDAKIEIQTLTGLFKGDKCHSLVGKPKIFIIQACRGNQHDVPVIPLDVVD
Target sequence (P55212 194-293 limits assumed): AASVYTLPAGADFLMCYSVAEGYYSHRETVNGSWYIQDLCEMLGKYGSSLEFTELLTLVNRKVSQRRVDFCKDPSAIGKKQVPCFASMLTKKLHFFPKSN
GSIS activator = GLuc luminescence reporter in INS-1E cells, primary screen for activators of glucose-dependent secretion of insulin. INS-1E GLuc reporter insulin secretion, 2-3 h. activation, % at 16.6 µM. 0.61% of 370,000 active. AID 743287;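 active = lowest replicate activation of at least 40%, so every replicate reaches that level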;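 note: 0% = median of neutral control wells and 100% = median of IBMX positive control wells; some compounds called inactive have numbers as strong as hits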
DENV2 CPE rescue = DENV2-induced cell death inhibition. CPE inhibition, % at 9.99 µM. AID 651640. 1.7% of 350,000 active. DENV2-infected cells, cytopathic effect rescue, plate reader; in the data active = CPE inhibition above about 20%, passing the limit was not always enough; inconclusive = no clear call, values can overlap the other calls; tested in BHK-21 cells;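 note: 0% = median of neutral control wells and 100% = median of positive control wells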
Xi reactivation = activators of X-chromosome reactivation in mouse fibroblasts; XiGFP mouse fibroblasts, % GFP-positive cells imaging, 3 d; cells co-treated with 5-aza-dC sensitizer; scaled so ellipticine positive control = 100%; activation, % at 7.58 µM; 0.055% of 360,000 active; AID 743238;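 active = mean normalized replicate activation at least 10% and every replicate at or above 10%; inconclusive = only one of the two criteria met; inactive = mean below 10% and not all replicates reach 10%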;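 note: 0% = median of on-plate neutral control wells and 100% = ellipticine 6 µM median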
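System: SV40-immortalized XiGFP fibroblast cells, line 68-5-11 / Incubation: 3-day compound exposure, then 15 min fixation at room temperature / Compound: single concentration per compound, delivered by pin transfer / Buffer or medium: DMEM plus 5-aza-dC sensitizer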
E-selectin induc = induces E-selectin expression in human endothelial cells. P16581. HUVEC E-selectin immunofluorescence imaging; normalized: neutral wells 0, TNF-alpha wells 100. activation, % at 7.58 µM. 0.37% of 260,000 active;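 active = mean E-selectin-positive cell signal at least 10% of the positive control, reached in at least 60% of replicates, without over 20% cell loss; inconclusive = no rule given, readout overlaps actives, possibly toxicity-flagged; inactive = the rest, including those meeting only one limit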;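 note: in these data hits start at about 27%; measured in HUVEC primary endothelial cells; signal is the percent of cells scored E-selectin positive by PE staining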
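Test system: HUVEC; input: 3,000 HUVEC/well; measured by: immunofluorescence imaging; read-out: % PE-positive cells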
CFTR F508del cor = CFTR F508del correction in bronchial cells | AID 720511 | activity (quench increase), % at 7.58 µM | 0.36% of 350,000 active | CFBE cells, YFP halide quenching; stimulated with forskolin plus potentiator P3; % fluorescence drop versus neutral controls;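 active = mean added fluorescence quench of at least 8% versus neutral control, with both replicates also reaching 8%; inconclusive = only one of the mean or replicate conditions met; inactive = mean below 8% and not both replicates reaching 8%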;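 note: cells transiently co-express mutant CFTR-F508del with the halide-sensitive YFP; corrector assay measuring rescue of mutant channel to the surface after 24 h compound exposure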
An asterisk follows results filed as active; ? = inconclusive; / = not tested or not shown; & = joins results of further samples.

SMILES | RAD52 inh | RAD54 branch | CASP6 VEID inh | GSIS activator | DENV2 CPE rescue | Xi reactivation | E-selectin induc | CFTR F508del cor
CCOc1ccc(NC(=O)CN(C)C(=O)CCSc2ccc(F)cc2)cc1OCC | 2 | 6 | 4 | -9 | 8 | -0.1 | 0.1 | -4.9
O=C(N[C@@H]1CC[C@H](CCNC(=O)C2CCCCC2)O[C@H]1CO)c1ccncc1 | -3 | -1 | 0 | 14 | -4 | 0.0 | -0.2 | 2.7
CC1(C2CC2)NC(=O)N(CC(=O)Nc2ccc(F)cc2F)C1=O (centres undefined) | -2 | -6 | -3 | 8 | 0 | 0.1 | 0.1 | 2.1
Cc1ccc(S(=O)(=O)N2CCOCC2)cc1NC(=O)c1ccncc1 | -3 | -8 | -164 | 15 | 11 | 0.0 | -0.2 | 1.1
Cn1c(=O)n2n(c1=O)[C@H](C1CC1)C=C1CN3[C@@H]([C@H](Cc4ccccc4)OC(=O)[C@@H]3Cc3ccccc3)[C@@H]12 | -10 | / | -1 | / | -1 | / | / | -2.1
CCn1cc(CNCc2cn(-c3ccccc3C)nc2-c2ccc(OC)c(F)c2)cn1 | -14 | / | -4 | / | 7 | 0.0 | -0.1 | -1.0
COc1ccc(NC(=O)N(C)C[C@@H]2OCCCC[C@@H](C)Oc3ccc(NS(=O)(=O)c4ccc(Cl)cc4)cc3C(=O)N([C@@H](C)CO)C[C@@H]2C)cc1 | 13 | -3 | 1 | -2 | ? | 0.6 | 0.9 | 1.0
N#Cc1ccc(CSc2nnc(-c3cccnc3)o2)cc1 | -8 | / | 0 | 19 | / | 0.1 | 0.3 | -3.4
Cn1c(=O)c2c(nc(N/N=C/c3cccnc3)n2Cc2ccc(F)cc2)n(C)c1=O | 10 | / | -3 | 8 | 3 | 0.0 | 1.6 | -3.9
Cc1noc(C)c1NC(=O)Nc1ccc2c(c1)C(=O)N([C@@H](C)CO)C[C@@H](C)[C@@H](CN(C)C(=O)NC1CCCCC1)OCCCC[C@H](C)O2 | 2 | -1 | 0 | 13 | 3 | -0.6 | -0.4 | -0.4
Cc1ccc(S(=O)(=O)N2CCCCC2)cc1NC(=O)CSc1nnnn1C | -9 | / | 1 | 7 | -2 | 0.4 | / | 0.3
COc1ccc(C2CC(=O)c3cnc(NC(=O)c4ccco4)nc3C2)cc1 (centres undefined) | -6 | -4 | 5 | 2 | -3 | -0.1 | -0.3 | -2.4
COCCNc1nc2c(-c3cccc(C(F)(F)F)c3)nnn2c2ccccc12 | -10 | 12 | -3 | -2 | -2 | 0.1 | 0.2 | -2.7
COc1ccc(OC)c2sc(NC(=O)CCS(=O)(=O)c3ccccc3)nc12 | -6 | -6 | -1 | 4 | 16 | 0.0 | -0.3 | -2.3
Cn1c(NC(=O)c2ccccc2)nc2ccccc21 | -5 | 5 | 3 | 3 | 15 | 0.2 | 0.2 | -1.9
COc1ccc(-c2n[nH]c(C)c2-c2ccccc2OC)c(O)c1 | 3 | / | -1 | -22 | 9 | 0.1 | 0.0 | 0.2
CC(C)(C)NC(=O)C(=O)NNC(=O)c1cccc([N+](=O)[O-])c1 | -10 | / | 1 | 10 | -3 | 0.3 | 6.7 | 2.7
CCCCC(O)(CCCC)C(=O)NN(C(=O)OC)c1ccccc1 | -12 | 6 | -1 | 0 | -19 | 0.1 | / | -0.6
O=C(CS(=O)(=O)c1ccccc1)Nc1ccc(S(=O)(=O)Nc2ccccn2)cc1 | -10 | / | 4 | -17 | 3 | -0.5 | -0.3 | -1.0
Cc1ccc(S(=O)(=O)N2CCSCCSCCSCCSCC2)cc1 | -7 | / | 0 | -27 | -2 | 0.1 | 0.1 | -3.1
Cc1nc(Nc2ccccc2Cl)sc1C(=O)Nc1ccccc1 | -15 | -4 | -1 | -24 | -11 | -0.1 | / | /
O=C(c1ccccc1NS(=O)(=O)c1ccc(Cl)cc1)N1CCc2ccccc21 | -18 | / | -1 | -5 | 0 | 1.4 | -0.3 | /
C=CCn1c(CCSCc2ccc(OC)c(C)c2)n[nH]c1=S | 1 | 1 | 7 | 17 | 0 | 0.6 | -0.2 | 0.2
COC(=O)C[C@H]1CC[C@@H]2[C@@H](COc3ccc(NC(=O)c4cnccn4)cc3C(=O)N2C)O1 | / | -1 | / | -4 | 0 | 0.1 | 0.0 | -0.5
O=C(CCCC(=O)N1CCCC1)N1CCCC1 | -14 | -5 | -8 | 9 | -1 | 0.0 | 0.1 | -4.0
O=C(Nc1ccc(C(F)(F)F)cc1)Nc1ccc2c(c1)[C@H]1C[C@@H](CC(=O)N3CCc4ccccc4C3)O[C@@H](CO)[C@H]1O2 | 8 | -12 | -1 | 2 | 6 | 0.0 | 13 | 2.9
O=C(c1ccccc1)C1CC1c1ccccc1 (centres undefined) | -4 | 2 | -3 | / | 9 | 0.0 | 0.1 | 2.5
Cc1cccc(CCNC(=O)C2CCC(CNS(=O)(=O)c3cccs3)CC2)c1 (centres undefined) | -20 | 4 | -1 | -9 | -1 | 0.1 | 1.3 | -3.4
CC(C)Oc1ccc(C2CC(=O)N(Nc3ccc([N+](=O)[O-])cc3[N+](=O)[O-])C2=O)cc1 (centres undefined) | -8 | / | -3 | -5 | 16 | 0.1 | / | 2.7
C[C@H]1CCCCO[C@@H](CN(C)Cc2ccccc2)[C@@H](C)CN([C@@H](C)CO)C(=O)c2cc(NC(=O)Nc3ccc(F)cc3)ccc2O1 | 42 | -2 | 13 | -28 | -2 | 0.0 | 0.8 | -2.4
CO[C@@H]1CN(C)C(=O)c2ccc(NC(=O)c3cc(C)on3)cc2OC[C@H](C)N(C)C[C@@H]1C | -7 | -7 | 3 | 11 | -2 | 0.2 | -0.1 | -2.2
COc1ccc(N=C2C(=O)Nc3ccc(C)c(Br)c32)cc1 | -9 | -7 | 3 | -8 | -2 | -0.1 | / | 0.6
O=[N+]([O-])c1ccc2c(c1)C(O)n1nc(-c3ccccc3)nc1S2 (centres undefined) | -7 | -13 | 0 | 11 | 6 | 0.0 | 0.0 | 1.6
O=C(C1CCC1)N1C[C@H]2[C@@H](c3ccccc31)[C@@H](CO)N2Cc1ccccc1 | -18 | 1 | 0 | 14 | 15 | 0.0 | 0.0 | 1.3
CCCNC(=O)Nc1ccc2c(c1)OC[C@@H](C)N(C(=O)C1CCCCC1)C[C@H](C)[C@@H](OC)CN(C)C2=O | 8 | 5 | 2 | -4 | 3 | 0.7 | -0.2 | -1.4
C[C@H](CO)N1C[C@H](C)[C@H](CN(C)C(=O)Nc2ccc(C(F)(F)F)cc2)Oc2ccc(NC(=O)NC3CCCCC3)cc2C1=O | -55 | 11 | 0 | -2 | -4 | -0.5 | 2.0 | -3.6
C[C@H](CO)N1C[C@H](C)[C@H](CN(C)S(=O)(=O)c2ccc(F)cc2)Oc2ccc(NC(=O)CCCCCC(=O)Nc3ccccc3N)cc2C1=O | 23 | / | -1 | -13 | -1 | -1.2 | -6.4 | -0.8
Cc1ccc(-n2nc3c(N4CCC(C(=O)NCCc5cccs5)CC4)nnc(C)c3c2C)cc1 | -202 | -8 | 1 | 7 | 3 | -0.1 | / | 4.3
Cc1onc(-c2c(F)cccc2Cl)c1C(=O)OCc1nnc(-c2ccccc2)o1 | -12 | 0 | -2 | -36 | 3 | 0.1 | 5.0 | 3.6
C=CCSc1nc2sc3c(c2c(=O)n1CC)CCC3 | -14 | -1 | 7 | / | 14 | 0.0 | -0.2 | -0.3
C[C@@H]1CN([C@H](C)CO)C(=O)c2cccc(N(C)C)c2O[C@H]1CN(C)S(=O)(=O)c1ccccc1 | -4 | -4 | 1 | -5 | 3 | 0.4 | -3.2 | 0.8
CN1c2ccc(-c3cccc(F)c3)cc2[C@H]2[C@H](CCN2C(=O)C2CC2)[C@@H]1CO | 17 | 7 | 1 | -35 | -3 | 0.1 | 0.1 | -1.5
CCOc1ccc(OCC)c(S(=O)(=O)n2ccnc2C)c1 | 5 | 2 | 3 | 8 | -4 | 0.0 | 0.0 | 0.3
Nc1nccc(/C=C/c2c(Cl)cccc2Cl)n1 | -13 | 6 | -4 | -9 | -11 | 0.0 | -0.4 | 1.4
O=C(NC[C@H]1[C@@H](c2ccccc2)[C@@H](CO)N1Cc1ccccn1)C1CCC1 | / | 2 | / | 9 | -5 | 0.3 | 0.1 | -1.3
O=C(/C(=C/O)N=Nc1ccccc1)c1cccs1 | -11 | / | 1 | -11 | -4 | 0.3 | / | -3.9
CC(=O)Nc1ccc(C(=O)NCC(=O)OCc2c(F)cccc2Cl)cc1 | -5 | / | -2 | 5 | 0 | 0.0 | / | -0.1
C[C@@H]1CN([C@H](C)CO)C(=O)c2cc(NC(=O)Nc3ccc(F)cc3)ccc2O[C@@H]1CN(C)S(=O)(=O)c1ccc(Cl)cc1 | 27 | 6 | / | -29 | -5 | 0.3 | 2.7 | 1.9
CC(C)C(NS(=O)(=O)c1cccs1)C(=O)NCc1ccc2c(c1)OCO2 (centres undefined) | -8 | -10 | 0 | 6 | -4 | 0.0 | 3.1 | -4.5
CNC[C@H]1OCc2cnnn2CCCC(=O)N([C@H](C)CO)C[C@@H]1C | -1&-5 | 7&-4 | 0&1 | 0&8 | ? | -0.1&0.0 | -0.3&0.1 | 0.0&-1.4&-1.5
CC(C)CN1CCC(=O)N([C@H](CO)Cc2ccccc2)CC1 | -26 | -5 | -7 | / | -13 | 0.1 | 0.0 | 2.2
O=C(c1cccc(F)c1)N1CC(=O)N2[C@H](CO)[C@@H](c3ccc(C#Cc4ccc(F)cc4)cc3)[C@@H]2C1 | -9 | / | 2 | 7 | 12 | 0.1 | -0.7 | -4.6

Just E-selectin induc, CASP6 VEID inh and DENV2 CPE rescue (2 entries from above):
structure | E-selectin induc | CASP6 VEID inh | DENV2 CPE rescue
O=C(c1cccc(F)c1)N1CC(=O)N2[C@H](CO)[C@@H](c3ccc(C#Cc4ccc(F)cc4)cc3)[C@@H]2C1 | -0.7 | 2 | 12
CC(=O)Nc1ccc(C(=O)NCC(=O)OCc2c(F)cccc2Cl)cc1 | / | -2 | 0

Reprinted at random: 5 records from the list.
SMILES | RAD52 inh | RAD54 branch | CASP6 VEID inh | GSIS activator | DENV2 CPE rescue | Xi reactivation | E-selectin induc | CFTR F508del cor
CNC[C@H]1OCc2cnnn2CCCC(=O)N([C@H](C)CO)C[C@@H]1C | -1&-5 | 7&-4 | 0&1 | 0&8 | ? | -0.1&0.0 | -0.3&0.1 | 0.0&-1.4&-1.5
C[C@@H]1CN([C@H](C)CO)C(=O)c2cc(NC(=O)Nc3ccc(F)cc3)ccc2O[C@@H]1CN(C)S(=O)(=O)c1ccc(Cl)cc1 | 27 | 6 | / | -29 | -5 | 0.3 | 2.7 | 1.9
CC(C)C(NS(=O)(=O)c1cccs1)C(=O)NCc1ccc2c(c1)OCO2 (centres undefined) | -8 | -10 | 0 | 6 | -4 | 0.0 | 3.1 | -4.5
CC(=O)Nc1ccc(C(=O)NCC(=O)OCc2c(F)cccc2Cl)cc1 | -5 | / | -2 | 5 | 0 | 0.0 | / | -0.1
O=C(/C(=C/O)N=Nc1ccccc1)c1cccs1 | -11 | / | 1 | -11 | -4 | 0.3 | / | -3.9

Screening data deposited in PubChem by Broad Institute.
